Compound activity from PubChem.
RSV antiviral HEp-2 – RSV antiviral activity via CPE protection, HEp-2 cells, primary 10 µM value included (AID 2391); HEp-2 cells, RSV-induced CPE inhibition; higher % means a stronger effect; CPE inhibition, % at 10 µM, or IC50 in µM where a hit was titrated; 0.13% of 310,000 active; in the data active = a potency from the dose series; inconclusive = CPE inhibition mostly from about 23% at the one dose, without a potency; inactive = the rest, 99 in 100 with CPE inhibition below about 21%; also: strong numbers were not always called active
Salmonella PhoP GFP – inhibitors of PhoP regulon expression, primary screen, Salmonella Typhimurium, GFP reporter (AID 1863). 0.16% of 300,000 active. S. Typhimurium PhoP-regulated promoter GFP reporter, 4 h; higher % means a stronger effect. one-dose inhibition, % at 50 µM; IC50 in µM for titrated hits;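 active = inhibition over 29.93%, a cutoff 3 SD above the screen mean, later confirmed by dose response; inconclusive = inhibition over 29.93% but no dose response follow-up; inactive = inhibition at most 29.93% or unconfirmed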;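 also: 0% = low Mg2+ inducing control and 100% = high Mg2+ repressing control; strong numbers were not always called active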
Rac1 GTP hydrolysis – MgcRacGAP GTPase-activating activity inhibitors, confirmation, biochemical, ADP Hunter fluorescence. AID 624330, 2012. MgcRacGAP-stimulated Rac1 GTP hydrolysis, ADP Hunter fluorescence; higher % means a stronger effect; GST-tagged Rac1 F28L mutant substrate. 0.6% of 340,000 active. one-dose inhibition, % at 30 µM; IC50 in µM for titrated hits. Rac GTPase-activating protein 1 (Homo sapiens);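 active = first-screen hits whose inhibition reached a set limit at any dose in the follow-up dose series; inconclusive = inhibition above the set first-screen limit but never retested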;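 also: fluorescence reports GDP produced by GAP-driven GTP hydrolysis; strong numbers were not always called active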
Dengue-2 NS5 capping – Dengue-2 NS5 methyltransferase inhibitors, primary screen, biochemical, confirmation dose response (AID 588689); 0.3% of 340,000 active; Dengue-2 NS5 methyltransferase capping enzyme assay, biochemical; higher % means a stronger effect; inhibition, % at 25 µM, or IC50 in µM where a hit was titrated; in the data active = a potency from the dose series; inconclusive = inhibition above about 29% without an active follow-up result
Large T inhibition – SV40 large T antigen inhibitors, biochemical (AID 1903); SV40 large T antigen ATPase/helicase inhibition assay; higher % means a stronger effect; one-dose inhibition, % at 20 µM; IC50 in µM for titrated hits; 0.39% of 310,000 active; in the data active = a potency from the dose series; inconclusive = inhibition mostly from about 32% at the one dose, without a potency; inactive = the rest, 99 in 100 with inhibition below about 32%; also: strong numbers were not always called active
GPR55 antagonists – GPR55 antagonists blocking LPI-driven arrestin recruitment, primary screen, imaging, U2OS, beta-arrestin-GFP, LPI agonist (AID 2013); inhibition, % at 10 µM; hits with a dose series show IC50 in µM; G-protein coupled receptor 55 (Homo sapiens); U2OS GPR55 beta-arrestin-GFP translocation imaging, LPI antagonism; higher % means a stronger effect; 0.13% of 290,000 active;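 active = spots per cell inhibited over 60%, with over 100 cells counted and total cytoplasm intensity under 500,000; inconclusive = wells with under 100 cells, flagged as likely toxic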;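 also: U2OS cells stably carrying GPR55 and arrestin-GFP stimulated by 5 µM LPI near EC80; imaged beta-arrestin-GFP aggregate spots per cell after agonist stimulation; plate controls were LPI-stimulated DMSO wells for no effect and DMSO wells without LPI for full effect; some results filed as inactive read as strong as hits; confirmed hits need IC50 under 10 µM and bright autofluorescent wells are also inconclusive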
HIV peptide binding – inhibitors of HIV fusion peptide binding, primary screen, biochemical, uHTS, fluorescence dequenching (AID 1986). one-dose inhibition, % at 20 µM; IC50 in µM for titrated hits. cell-free peptide binding, fluorescence dequenching, 30 min; higher % means a stronger effect. 0.3% of 290,000 active; in the data active = inhibition mostly above about 52%, no sharp cut-off; inactive = mostly below about 76%; also: some results filed as inactive read as strong as hits
K1F lysis inhibition – inhibition of K1F phage lysis, E. coli UTI89, bacterial capsule biogenesis inhibitors, alamar blue (AID 488966). E. coli UTI89 K1F phage lysis, alamar blue, 2 h; higher % means a stronger effect. one-dose inhibition, % at 100 µM; IC50 in µM for titrated hits. 0.02% of 340,000 active;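 active = phage lysis inhibition, versus mean bacterial control, above a set limit; inconclusive = no clear call, values can overlap the other calls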;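 also: capsule biogenesis inhibitors block K1F phage lysis so surviving cells raise fluorescence; higher fluorescence means more inhibition of phage lysis; actives were called in the ten point dose series up to 300 µM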
GPR35 antagonists – GPR35 antagonists blocking zaprinast-driven arrestin recruitment, primary screen, imaging, U2OS, beta-arrestin-GFP, zaprinast agonist (AID 2058) | G-protein coupled receptor 35 (Homo sapiens) | U2OS GPR35 beta-arrestin-GFP translocation imaging, zaprinast antagonism; higher % means a stronger effect | one-dose inhibition, % at 10 µM; IC50 in µM for titrated hits | 0.052% of 290,000 active;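 active = inhibition of at least 50% with at least 30 cells and total cytoplasm GFP at most 10,000,000; inconclusive = under 30 cells or total GFP of 10,000,000 plus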
Numbers without * were called inactive; ? = inconclusive; . = no result given; [ ] = dose if it differs, or a comment.

Compound,RSV antiviral HEp-2,Salmonella PhoP GFP,Rac1 GTP hydrolysis,Dengue-2 NS5 capping,Large T inhibition,GPR55 antagonists,HIV peptide binding,K1F lysis inhibition,GPR35 antagonists
COc1ccc(CCNC(=O)c2ccccc2N(C)S(=O)(=O)c2ccccc2)cc1,2.0%,-9%,2%,-1%,4%,8%,-0.9%,1.4%,-2%
Cc1cc(NC(=O)COC(=O)c2cc3c(s2)CCC(C)C3)no1 (centres undefined),1.0%,11%,3%,-5%,-1%,.,0.3%,0.3%,-9%
O=C(c1ccco1)N1CCN(Cc2cc(=O)c(OCc3ccccc3)co2)CC1,-3.0%,-1%,-7%,-7%,17%,.,.,-0.3%[50 µM],.
CCOC(=O)c1cccc(NC(=O)CSc2nnc(C3CCCCC3)n2CC)c1,-0.2%,3%,4%,-2%,7%,-2%,-0.1%,-0.2%,-13%
Cn1c(Cn2c(=O)sc3ccccc32)nnc1SCC(=O)NCC1CCCO1 (centres undefined),0.5%,-11%,1%,-1%,1%,9%,0.4%,-1.4%,-10%
OC[C@H]1OC(Nc2ccc(N=Nc3ccccc3)cc2)[C@@H](O)[C@@H](O)[C@@H]1O (some centres undefined),-0.6%,-6%,11%,-3%,6%,-3%,-1.2%,0.2%,2%
CCOC(=O)c1c(NC(=O)c2ccccc2C(=O)O)sc2c1CCCC2,0.3%,7%,15%,-2%,10%,8%,2.7%,-0.4%,12%
COc1ccc(C2(C)ON(c3ccccc3C(F)(F)F)C2=O)cc1 (centres undefined),7.1%,.,8%,-3%,.,.,.,-1.4%,.
COc1ccc(Cl)cc1C(=O)Nc1ccc(S(=O)(=O)N2CCCC2)cc1,0.9%,4%,2%,-6%,4%,-1%,15%,-0.7%,-7%
CCOC(=O)CSc1nnc2n(C3CCCCC3)c(=O)c3c4c(sc3n12)CCCC4,-0.4%,0%,7%,1%,2%,3%,-0.7%,7.4%,-16%
CN(c1ccc(OCC(=O)Nc2nc3ccccc3s2)cc1)S(=O)(=O)c1ccccc1,11%,-1%,1%,-14%,7%,-3%,0.4%,0.5%,-11%
COc1ccc(C(=O)Nc2ccnn2C2CCN(C(=O)c3cnsn3)CC2)cc1,0.7%,8%,5%,-1%,4%,-10%,-1.2%,0.1%,7%
C=CCNC(=O)c1cc2c(C(F)(F)F)nn(C)c2s1,0.8%,7%,10%,0%,-10%,18%,-2.4%,0.5%,-8%
O=C(Nc1ccc(Oc2ccccc2)cc1)C1CC1,5.4%,-9%,11%,1%,3%,22%,-0.9%,0.4%,10%
Cc1ccc(S(=O)(=O)/N=C2/NC(=O)/C(=C/c3ccncc3)S2)cc1,-0.2%,-13%,.,.,1%,-7%,0.8%,.,-8%
O=c1[nH]n(-c2ccccc2)c(=O)c2ccccc12,-0.1%,-19%,-2%,-8%,4%,-4%,2.0%,2.8%,-12%
CCOC(=O)c1sc(NC(=O)CCSC)nc1C,1.1%,0%,5%,-8%,8%,-10%,-2.2%,0.1%,-6%
CC1(C)CC(=O)C2=C(C1)Oc1ncn3nc(-c4cccnc4)nc3c1C2c1ccccc1 (centres undefined),.,.,0%,11%,.,6%,1.4%,-0.3%,-7%
COc1ccccc1NS(=O)(=O)c1ccc(C)c(C(=O)NCCCN2CCCC2=O)c1,-2.6%,2%,-7%,-7%,6%,.,.,1.7%[50 µM],.
CCc1cccc(C)c1NC(=O)CCCN1C(=O)CN(C)C1=O,0.3%,.,-1%,2%,.,.,.,0.1%[50 µM],.
COc1ccc(S(=O)(=O)N2CC(C)N(C(=O)N(C)C)C2C(C)C)cc1 (centres undefined),1.1%,1%,3%,-10%,1%,11%,0.8%,0.5%,-4%
Cc1cc(C)cc(C(=O)Oc2cc(C)[nH]c(=O)c2[N+](=O)[O-])c1,0.8%,-10%,7%,-11%,2%,10%,0.2%,0.1%,7%
O=C(NNC(=S)Nc1ccc(Cl)cc1Cl)c1ccc(N2CCOCC2)c([N+](=O)[O-])c1,4.7%,-13%,7%,10%,23%,1%,24%,1.9%[50 µM],15%
COc1ccc(C2CC(c3ccccc3)=NN2C(=O)c2ccc(F)cc2)cc1 (centres undefined),0.6%,-8%,3%,-5%,24%,-6%,1.9%,0.9%[50 µM],3%
N#CCOc1ccccc1/C=N/n1nnnc1N,1.1%,5%,14%,.,-1%,-2%,0.2%,-1.6%,-16%
Cc1cccc(C(=O)NC(=O)Nc2c(C)cc(C)nc2C)c1,1.2%,0%,3%,-3%,1%,4%,0.4%,0.9%,-13%
O=C(NCc1ccco1)C(c1ccccc1F)N(CC1CCCO1)C(=O)Cn1nnc2ccccc21 (centres undefined),1.9%,-4%,7%,0%,4%,6%,3.5%,-0.1%,-3%
O=C1/C(=C\c2cccs2)N=C(c2cccs2)N1Nc1ccccc1,17%,-3%,10%,-15%,8%,0%,3.6%,2.0%,-1%
Cc1cc(C)c(C)c(S(=O)(=O)Nc2ccc3cn[nH]c3c2)c1C,4.1%,.,2%,0%,.,.,.,-0.2%[50 µM],.
CCc1cccc(C)c1NC(=O)CN(C)S(=O)(=O)c1ccc(-c2ccc(=O)[nH]n2)s1,1.5%,-5%,12%,1%,11%,-8%,2.2%,0.1%,-5%
CCCc1cc(=O)[nH]c(SCc2cc(Cl)ccc2OC(F)F)n1,.,2%,-4%,1%,11%,.,8.6%,-1.3%,-16%
O=C(c1ccco1)N1CCN(Cc2ccc(Br)cc2)CC1,2.7%,-2%,4%,2%,9%,-6%,-1.3%,0.1%,-10%
O=C(CSc1ccc(Cl)cc1)NC1CCCc2ccccc21 (centres undefined),4.6%,6%,3%,-1%,3%,1%,0.6%,2.6%,-3%
Cc1ccc(C(=O)N2CCc3ccccc32)cc1[N+](=O)[O-],-1.2%,-6%,10%,5%,5%,-13%,0.8%,0.2%,-5%
CCOC(=O)c1cc(-c2ccc([N+](=O)[O-])cc2)nc2c1c(=O)[nH]c(=O)n2Cc1ccccc1,0.8%,0%,7%,-7%,10%,-9%,-0.6%,0.1%,2%
O=C(O)c1cccc2c3c([nH]c12)CCCC3,0.1%,-7%,11%,3%,5%,0%,1.4%,-0.1%,-2%
COC(=O)c1c(N)sc(Cc2ccccc2)c1C,1.6%,0%,8%,3%,17%,-10%,-1.4%,0.1%,0%
COc1ccccc1C(=O)NCCCNC(=O)c1ccccn1,0.4%,-3%,5%,-2%,28%,3%,1.6%,0.1%,10%
COC(=O)c1ccccc1NC(=O)C(C)Oc1ccccc1 (centres undefined),0.9%,-8%,0%,2%,7%,-4%,-1.7%,-0.8%,3%
Cc1noc(C)c1C(=O)Nc1ccc(-n2ccc(C(F)(F)F)n2)cc1,0.9%,-3%,12%,-4%,18%,6%,-2.0%,0.2%,13%
O=C(NCCc1ccccc1)c1c(O)c2ccccc2[nH]c1=O,1.4%,-2%,14%,-13%,0%,11%,0.0%,0.1%,0%
COc1ccc(OC)c(NC(=O)CN2C(=O)CSc3ccc(S(=O)(=O)N4CCCC4)cc32)c1,0.5%,1%,15%,-3%,-3%,3%,-2.6%,0.2%,-8%
CCCn1c(CCNc2nc(-c3ccc(Cl)c([N+](=O)[O-])c3)cs2)nc2cc(Cl)c(Cl)cc21,3.2%,.,11%,2%,13%,1%,0.5%,-0.4%,-6%
CN(C)S(=O)(=O)c1ccc(N2CCOCC2)c(C(=O)NCc2ccc3c(c2)OCO3)c1,-0.5%,.,7%,1%,.,.,.,1.4%[50 µM],.
COc1ccc(/C=N/NC(=O)c2ccc(Cl)cc2Cl)cc1COC(C)=O,1.3%,7%,8%,4%,2%,-8%,0.4%,2.4%[50 µM],-5%
COc1ccccc1N1CCN(CC(O)COc2ccc3c(c2)OCO3)CC1 (centres undefined),0.7%,4%,7%,-2%,12%,-5%,-0.2%,0.3%,6%
Cc1ccc(N(c2ncnc(N)c2[N+](=O)[O-])C2CCCCC2)cc1,2.8%,-7%,6%,-6%,19%,-5%,-3.3%,-2.1%,-6%
O=[N+]([O-])c1cccc(N=Cc2sc3ccccc3c2O)c1,-1.0%,0%,.,.,10%,8%,-4.5%,.,0%
COc1ccc(S(=O)(=O)NCC2CCCN(C(=O)CCSC)C2)cc1 (centres undefined),0.5%,-4%,10%,-5%,14%,4%,1.6%,0.1%,0%
CCOc1ccc(C(=O)Nc2cccc(C(=O)O)c2C)cc1Cl,1.1%,-12%,-3%,-4%,3%,-10%,0.6%,-4.0%,-7%
Cc1cc(C(C)(C)C)oc1C(=O)NCCCNC(=O)c1oc(C(C)(C)C)cc1C,-0.2%,3%,18%,-6%,6%,11%,2.4%,0.5%,8%
Cc1ccccc1Cn1c2ccccc2c2cnn(CC(=O)NCCCN3CCOCC3)c(=O)c21,-0.8%,-4%,9%,-10%,18%,1%,1.2%,0.2%,5%
Cc1ccc(/C(N)=N/OC(=O)/C=C/c2ccccc2)cc1,2.6%,1%,11%,3%,5%,11%,-1.6%,0.3%,18%
CCCOc1ccc(C(CC(=O)O)NC(=O)c2ccc3c(c2)OCO3)cc1 (centres undefined),0.3%,-1%,15%,-2%,1%,25%,-2.5%,1.5%,-3%
CCN(c1ccccc1)S(=O)(=O)c1c[nH]c2ccc([N+](=O)[O-])cc12,?,0%,12%,-4%,2%,6%,-0.5%,-0.1%,5%
CC(=O)N1CCN(C(=O)c2ccc3oc(CCCc4ccccc4)nc3c2)CC1,1.5%,5%,-4%,-3%,.,8%,-1.0%,0.0%,-2%
COc1ccc(COn2c(=O)c(C)[n+]([O-])c3ccccc32)cc1OC,2.1%,-8%,9%,-6%,0%,2%,0.0%,0.4%,-4%

Compounds as they come. Share with any hit: about 1.5%.
